# dFosB activator: activators of mouse delta FosB homodimer. P13346. AID 493131. purified delta FosB, TAMRA-CDK5 oligo fluorescence polarization; percent of positive-control signal above neutral wells. 340,000 tested, 0.99% active. activation, % at 25 µM;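 active = mean activation above about 17%, with every replicate also reaching it, limit read from the data, passing the limit was not always enough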;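 note: fluorescence polarization rise as delta FosB binds a TAMRA Cdk5 AP-1 oligo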
# Target sequence (P13346 whole entry, looked up): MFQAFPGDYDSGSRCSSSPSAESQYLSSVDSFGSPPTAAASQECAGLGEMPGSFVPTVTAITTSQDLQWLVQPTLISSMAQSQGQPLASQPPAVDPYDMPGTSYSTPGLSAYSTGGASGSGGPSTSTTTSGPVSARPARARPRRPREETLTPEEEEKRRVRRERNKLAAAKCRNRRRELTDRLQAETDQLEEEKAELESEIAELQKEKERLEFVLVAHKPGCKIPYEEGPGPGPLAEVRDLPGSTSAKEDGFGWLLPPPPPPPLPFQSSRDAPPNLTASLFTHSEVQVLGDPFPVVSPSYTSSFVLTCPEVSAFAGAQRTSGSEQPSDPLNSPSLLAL
# V-ATPase pHluor: regulators of yeast V-ATPase proton transport | AID 504577 | S. cerevisiae, pHLuorin cytosolic pH fluorescence | 350,000 tested, 0.37% active | response, % at 10 µM; in the data active = response mostly above about 7.3%, no sharp cut-off; inactive = mostly below about 5.4%; note: actives read high; inactives centre near 0; some compounds called inactive have numbers as strong as hits; reference of the scale not given here
# CDK5 p35 inh: CDK5/p35 (human) kinase inhibition. Q00535+Q15078. Recombinant CDK5/p35, ADP-Glo luminescence, 60 min. inhibition, % at 10 µM. 330,000 tested, 0.01% active. AID 488839;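 active = highest replicate inhibition of at least 50% and at least 75% of replicates reaching 50%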;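 note: plate controls were DMSO neutral control for no effect and GW8510 at 10 µM for full effect; many of its hits are not listed in these tables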
# HTR5A inv ag: inverse agonist of human HTR5A in OPRM1-OPRD1 counter-screen; P47898; HTR5A cell line, luminescence, inverse agonism; inhibition, % at 9.3 µM; 340,000 tested, 0.083% active; AID 504634; in the data active = inhibition mostly above about 23%, no sharp cut-off; inactive = mostly below about 18%;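 note: 0% = cells with DMSO and 100% = no-cell wells with DMSO; some compounds called inactive have numbers as strong as hits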
# HTR5A ag: HTR5A agonism, opioid heterodimer counter-screen | P47898 | HTR5A agonist assay, luminescence, cell-based | activation, % at 9.3 µM | 340,000 tested, 0.61% active | AID 504692; in the data active = activation mostly above about 9.5%, no sharp cut-off; inactive = mostly below about 7.6%;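 note: 0% = cells with vehicle only and 100% = reference agonist; strong numbers were not always called active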
# MITF act: MITF TRPM1 promoter activation in melanoma cells. SK-MEL-5 TRPM1-promoter luciferase, 24 h; % of positive control, neutral wells = 0. activation, % at 12.5 µM. 300,000 tested, 0.75% active. AID 588334;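 active = mean activation of at least 80% with every replicate also reaching 80%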;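 note: 0% = neutral control wells and 100% = parthenolide positive control wells; values of inactives mirror those of a sister screen read the other way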
# PvdQ inh: blocks Pseudomonas aeruginosa PvdQ acylase activity; purified PvdQ acylase, fluorescence plate reader; inhibition, % at 10 µM; 340,000 tested, 0.063% active; AID 488965; in the data active = inhibition above about 30%, passing the limit was not always enough;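 note: 0% = vehicle neutral wells and 100% = reference inhibitor wells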
# SR-BI HDL uptake: blocks mouse SR-BI lipid uptake from DiI-HDL. inhibition, % at 12.5 µM. 320,000 tested, 0.96% active. ldlA[mSR-BI] CHO cells, DiI-HDL uptake fluorescence, 3 h. Q61009;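 active = mean replicate inhibition of at least 70% and a set share of replicates each scoring 70 or more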;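 note: 0% = median of neutral control wells and 100% = median of positive control wells; values of inactives mirror those of a sister screen read the other way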
# Target sequence (Q61009 whole entry, looked up): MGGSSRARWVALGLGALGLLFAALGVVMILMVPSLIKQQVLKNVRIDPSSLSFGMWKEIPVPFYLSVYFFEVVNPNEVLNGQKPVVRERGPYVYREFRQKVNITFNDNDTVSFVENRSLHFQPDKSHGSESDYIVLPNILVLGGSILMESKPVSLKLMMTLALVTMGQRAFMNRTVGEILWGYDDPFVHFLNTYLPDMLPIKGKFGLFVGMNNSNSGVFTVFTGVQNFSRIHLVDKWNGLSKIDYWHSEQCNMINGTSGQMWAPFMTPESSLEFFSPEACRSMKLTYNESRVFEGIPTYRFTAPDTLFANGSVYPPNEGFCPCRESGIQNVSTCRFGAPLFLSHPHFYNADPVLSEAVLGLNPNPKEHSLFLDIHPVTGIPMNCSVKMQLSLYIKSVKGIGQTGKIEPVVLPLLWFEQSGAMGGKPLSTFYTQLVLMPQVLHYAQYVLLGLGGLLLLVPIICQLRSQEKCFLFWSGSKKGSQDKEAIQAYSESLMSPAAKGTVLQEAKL
# Wnt bcat act: Wnt/beta-catenin pathway activation; Wnt/beta-catenin reporter cell assay, activator, plate reader; activation, % at 9.35 µM; 300,000 tested, 1.2% active; AID 743398; in the data active = activation above about 30%, passing the limit was not always enough;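 note: 0% = neutral control wells and 100% = positive control wells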
# NSD2 HMT inh: NSD2 (human) methyltransferase inhibition. O96028. NSD2 peptide methylation, AlphaScreen, 120 min. inhibition, % at 12.5 µM. 310,000 tested, 0.54% active. AID 743445; in the data active = inhibition above about 50%
# Numbers without * were called inactive; x = not tested or not shown.
SMILES,dFosB activator,V-ATPase pHluor,CDK5 p35 inh,HTR5A inv ag,HTR5A ag,MITF act,PvdQ inh,SR-BI HDL uptake,Wnt bcat act,NSD2 HMT inh
c1csc(-c2nnc(N3CCOCC3)c3ccccc23)c1,1,2,-0.5,-8,3,17,-11,6,-3,15
COc1ccccc1NC(=O)c1ccccc1C(=O)O,-6,1,-1.7,5,-2,-4,-13,-19,-1,1
COc1cc(NC(=O)c2ccc(F)cc2)c(OC)cc1Cl,2,2,1.6,-12,-3,-13,-15,61,0,-3
Cc1ccc(C(=O)NNC(=O)CSc2nnc(C3CC3)n2C)cc1,-5,-3,0.2,2,2,-6,-10,-12,1,-1
CC1CCCN(S(=O)(=O)Cc2ccc(Cl)cc2)C1 (centres undefined),-6,0,0.9,18,0,24,-2,2,13,3
Cc1ccc([N+](=O)[O-])cc1NC(=O)c1cccnc1,-3,-1,0.5,9,-3,x,2,-1,0,2
COc1ccccc1/C=C1\SC(=S)N(CCC(=O)NNC(=O)c2ccccc2OC)C1=O,4,-4,-0.7,7,-3,-22,0,x,-3,-6
CCOc1ccc2nc(N3CCCC(C(=O)NCCCN4CCOCC4)C3)sc2c1 (centres undefined),-3,0,-1.4,-23,8,49,-12,9,5,x
S=C1NCN(CCc2ccccc2)CN1,2,-2,-0.2,x,x,x,-10,3,0,-3
CCn1c(=O)cc(OCC(=O)NC(C)c2ccc3c(c2)OCCO3)c2ccccc21 (centres undefined),-12,-1,-1.0,-16,1,x,-3,16,x,3
O=C(CN1CCCN(Cc2ccc(F)cc2Cl)C1=O)NC1CCCCCC1,-8,-4,0.3,-30,2,-4,-1,6,-1,0
Cc1cc(Cl)c(C)c(S(=O)(=O)N2CCN(CC(=O)N3CCOCC3)CC2)c1Cl,-6,-7,-1.5,-18,7,-3,7,54,-3,1
CN(C)S(=O)(=O)N(CC(=O)Nc1cccc(F)c1)c1ccccc1,-1,5,-1.3,-44,2,-8,-17,-12,x,-3
Cc1cccc(C(=O)NCCNc2nc3cc(C)c(C)cc3cc2C)c1,-11,-2,2.3,-5,3,3,-8,-27,3,0
COc1cccc(C(=O)NCCCc2ccccc2)c1OC,-1,-4,0.7,-14,4,28,-9,-11,14,-1
Cc1ccc(NC(=O)CCn2c(=S)oc3ccccc32)cc1F,1,4,-6.5,-10,3,-9,-20,22,-2,2
CCCCn1c(-c2ccc(Br)cc2F)nc2c1c(=O)[nH]c(=O)n2CC(C)C,-11,-1,-0.2,-31,-5,-14,6,x,-2,5
CC(=O)C1CCN(Cc2ccccc2)CC1,1,-6,0.1,-6,3,-5,6,-29,x,-1
CCCN(CCC)CCNC(=O)C(NS(=O)(=O)c1ccc2c(c1)CCC(=O)N2)c1ccccc1 (centres undefined),1,0,-1.8,-9,1,-11,-7,-12,x,x
Cc1c(C(=O)N2CCNCC2)oc2ccccc12,0,-1,-0.3,-4,1,-9,-8,-27,-2,2
Cc1ccc2c(c1)C1CN(C)CCC1N2CC(=O)N(C)c1ccccc1 (centres undefined),5,0,0.6,x,x,-9,-17,-22,-1,-2
CC1(C(=O)N2CC3(CC(c4cccc(NC(=O)CC(c5ccccc5)c5ccccc5)c4)=NO3)C[C@@H]2C(N)=O)CC1 (some centres undefined),-14,-1,-1.2,-1,0,5,-10,60,-1,x
O=C(c1ccccc1)c1c[nH]c(C(=O)NCCCN2CCOCC2)c1,-1,3,-4.6,-10,4,-5,-16,-37,x,4
CSc1ccc(/C=N/NC(=O)c2cccs2)cc1,-10,5,-0.1,x,x,x,-8,17,4,-2

# Some of the entries so far, with tabs:
SMILES	dFosB activator	V-ATPase pHluor	CDK5 p35 inh	HTR5A inv ag	HTR5A ag	MITF act	PvdQ inh	SR-BI HDL uptake	Wnt bcat act	NSD2 HMT inh
CSc1ccc(/C=N/NC(=O)c2cccs2)cc1	-10	5	-0.1	x	x	x	-8	17	4	-2
CCCN(CCC)CCNC(=O)C(NS(=O)(=O)c1ccc2c(c1)CCC(=O)N2)c1ccccc1 (centres undefined)	1	0	-1.8	-9	1	-11	-7	-12	x	x

# The results go on.
SMILES,dFosB activator,V-ATPase pHluor,CDK5 p35 inh,HTR5A inv ag,HTR5A ag,MITF act,PvdQ inh,SR-BI HDL uptake,Wnt bcat act,NSD2 HMT inh
Cc1cccc2c(N=O)c(O)n(CCc3ccccc3)c12,-6,-1,-0.1,-7,2,-3,-49,5,0,3
CCC(Oc1ccccc1)C(=O)Nc1ccc(S(=O)(=O)NCC2CCCO2)cc1 (centres undefined),-2,1,2.1,10,-2,-12,-12,26,x,-2
O=C(NCCN1CCOCC1)C12CC3CC(C1)CC(c1ccccc1)(C3)C2,-6,0,1.0,6,-2,0,12,-16,-2,2
CC(=O)Nc1ccc(NC(=O)c2ccc(COc3ccccc3Br)o2)cc1,69*,0,-2.7,-15,4,25,-16,4,4,0
Cc1ccc(C(=O)Oc2coc(CSc3nnc(NC(=O)c4cccs4)s3)cc2=O)cc1,-11,0,-1.0,-14,0,1,-11,-31,-3,0
Nc1c(N2CCCC2)c2ccccc2oc1=O,-7,2,-0.3,x,x,-3,-7,2,1,1
CCOc1ccc(C(=O)Nc2ccc(NC(=O)c3cccs3)cc2)cc1[N+](=O)[O-],9,3,0.2,17,0,-2,8,31,x,-1
CCCCN1CCC(COC(=O)c2cc(Cl)c(N)c3c2OCCO3)CC1,-1,-3,-1.0,2,0,20,1,-6,-4,x
CN(C)S(=O)(=O)c1cc(NC(=O)Cn2ccsc2=N)ccc1Cl,-5,2,-0.6,0,-5,-2,-23,-44,0,-1
COc1ccc(C(c2nnnn2C(C)(C)C)N2CCN(C(=O)c3ccco3)CC2)cc1 (centres undefined),-11,1,0.9,-4,2,x,11,x,0,-4
CSCC[C@H](NC(=O)N1CCn2c1nc1ccccc12)C(=O)N[C@H](Cc1ccccc1)C(=O)O,-2,-1,-1.0,x,x,-4,4,-8,-1,x
CSCCC(NC(=O)COc1ccccc1)C(=O)OCc1ccc([N+](=O)[O-])cc1 (centres undefined),-1,-4,-0.7,4,-1,-5,4,3,-1,-3

# Taken from the results shown, 6 compounds:
SMILES,dFosB activator,V-ATPase pHluor,CDK5 p35 inh,HTR5A inv ag,HTR5A ag,MITF act,PvdQ inh,SR-BI HDL uptake,Wnt bcat act,NSD2 HMT inh
CCC(Oc1ccccc1)C(=O)Nc1ccc(S(=O)(=O)NCC2CCCO2)cc1 (centres undefined),-2,1,2.1,10,-2,-12,-12,26,x,-2
O=C(NCCN1CCOCC1)C12CC3CC(C1)CC(c1ccccc1)(C3)C2,-6,0,1.0,6,-2,0,12,-16,-2,2
CC(=O)Nc1ccc(NC(=O)c2ccc(COc3ccccc3Br)o2)cc1,69*,0,-2.7,-15,4,25,-16,4,4,0
Cc1ccc(C(=O)Oc2coc(CSc3nnc(NC(=O)c4cccs4)s3)cc2=O)cc1,-11,0,-1.0,-14,0,1,-11,-31,-3,0
Nc1c(N2CCCC2)c2ccccc2oc1=O,-7,2,-0.3,x,x,-3,-7,2,1,1
CCOc1ccc(C(=O)Nc2ccc(NC(=O)c3cccs3)cc2)cc1[N+](=O)[O-],9,3,0.2,17,0,-2,8,31,x,-1

# The main list resumes; the 2 compounds before the break are reprinted first.
SMILES,dFosB activator,V-ATPase pHluor,CDK5 p35 inh,HTR5A inv ag,HTR5A ag,MITF act,PvdQ inh,SR-BI HDL uptake,Wnt bcat act,NSD2 HMT inh
CSCC[C@H](NC(=O)N1CCn2c1nc1ccccc12)C(=O)N[C@H](Cc1ccccc1)C(=O)O,-2,-1,-1.0,x,x,-4,4,-8,-1,x
CSCCC(NC(=O)COc1ccccc1)C(=O)OCc1ccc([N+](=O)[O-])cc1 (centres undefined),-1,-4,-0.7,4,-1,-5,4,3,-1,-3
COC(=O)COn1c(SCC(=O)OC)nc2ccccc2c1=O,-3,-6,-0.4,-26,-1,-4,10,-10,x,-2
COC(=O)c1ccc(S(=O)(=O)N2Cc3ccccc3C2)cc1,-7,-1,-2.6,-7,3,0,-18,-11,-1,1
COc1cc(C(=O)COC(=O)c2c(C)noc2C)cc(OC)c1OC,-5,0,0.2,2,-7,-2,-2,17,-1,3
COc1ccc(-c2nnnn2C(C)C)cc1,-2,0,-0.5,9,-4,0,-1,-15,4,0
CCCCCNC(=O)c1ccc2c(=O)n(CCCOCC)c(=S)[nH]c2c1,3,-2,2.0,2,-1,0,5,-2,-4,-1
Cc1nc2ccccc2c2oc(C(=O)NCc3ccc4c(c3)OCO4)cc12,-15,6,-0.2,6,-3,-3,3,-8,-3,x
CCOCCCNC(=O)CN1C(=O)COc2ccc(S(=O)(=O)N3CC(C)CC(C)C3)cc21 (centres undefined),-4,2,-2.3,9,-2,-5,-19,-2,-2,-4
O=C(Cn1cc(-c2nnnn2-c2ccc(Cl)cc2)c(=O)c2ccccc21)c1ccccc1,114*,-6,0.6,2,2,x,-1,29,4,-1
COC(=O)COc1ccc(NC(=O)c2ccco2)cc1,-6,-1,-0.5,-2,-2,13,-7,x,2,2
CCCCn1nnnc1NCc1cc(OC)c(OC)c(OC)c1,6,9,0.3,2,5,-15,2,9,-1,-2
CC(C)=C1SC(N2CCN(c3ccc(Cl)cc3)CC2)=NC1=O,-7,0,-0.2,-1,1,9,-16,-12,-1,-2
COCCCNC(=O)c1ccc(CS(=O)(=O)Cc2cccc(C)c2)o1,0,0,-0.6,-8,1,8,5,-18,x,0
Cc1ccc2c(c1)c(C1=c3ccccc3=NC1=O)c(O)n2C,-4,0,2.8,0,0,x,7,-3,-1,6
CCC(C)n1c(C)nc2c(c1=O)c1nc3ccccc3nc1n2CCC1=CCCCC1 (centres undefined),-11,-2,-1.3,-14,-5,x,1,45,x,-2
CC(=O)Nc1cc(NC(=O)CCCC(=O)O)ccc1Cl,6,2,0.2,-19,3,-8,-14,-14,x,-1
O=c1cc(N2CCOCC2)cnn1-c1ccccc1,3,0,-0.4,7,1,36,-5,-8,9,16
O=C(O)/C(=C\c1ccco1)NC(=O)c1ccccc1,6,0,-1.1,-7,-3,0,-5,-3,0,17
O=C1NC(Cc2c[nH]c3ccccc23)C(=O)N1c1ccc(F)cc1 (centres undefined),-6,2,0.7,9,-3,3,-13,5,-4,5
CC(C)(C)C#CCn1c(/C=[N+](\[O-])C2CCCCC2)nc2ccccc21,-18,-2,0.0,-3,2,3,-6,53,x,x
COc1ccccc1N1CCN(C(=O)CSc2nc3ccccc3nc2N2CCC(C)CC2)CC1,2,1,-0.9,-28,10,-12,4,x,-2,-7
COc1ccc(/C=N/Nc2ncnc3c2[nH]c2ccc(C)cc23)c(OC)c1OC,3,3,-1.0,x,x,x,-12,0,-2,-1
Cc1ccc2nc(NC(=O)CSc3ncnc4c3oc3ccccc34)sc2c1,6,6,0.9,10,-4,-5,6,0,-4,x
CCCCC(=O)N1CCCC(C(=O)OCC)C1 (centres undefined),0,1,-16,-21,2,-3,-16,-8,x,-1
O=C(Oc1cccc(NC2=NS(=O)(=O)c3ccccc32)c1)c1cccnc1,-7,-4,-1.1,1,-1,-5,-11,20,-4,-2
COc1ccc(OC)c(NC2c3ncccc3C(=O)N2Cc2ccco2)c1 (centres undefined),-3,-4,0.6,-5,-3,0,1,2,-1,2
COc1ccc([C@H]2CC(=O)C=C(c3cc(C=O)ccc3OC)C2)cc1OC,-17,-7,-0.5,-46,16,-6,-17,18,8,x

# Source: PubChem BioAssay

# Rows are unselected, and some 5% of all compounds hit somewhere here.
